# From PubChem
# HCV inhibitor = qHTS Assay for Inhibitors of Hepatitis C Virus (HCV) | Huh7.5.1 HCVcc-Cre infection, luciferase reporter, 44 h | Potency, µM (highest dose often 41.8 µM), for inactives: top-dose activity change, negative = inhibition, usual class: inhibitors | 3.4% of 340,000 active; active means well fitted inhibition curve with a large enough effect; inconclusive means small, poorly fitted or top-dose-only effect, or another doubt; inactive means no such curve, though single readings can be large or run the other way; further: potency means the concentration at half of the fitted maximal effect
#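 Antiviral activity was scored by luciferase reporter output from cells infected with HCVcc-Cre (~0.5 moi) in presence of compound, 44 h infection period, cells seeded 1,000/well 4 h prior.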
# HCMV antiviral = qHTS Assay for inhibitors of the human cytomegalovirus (HCMV); HFF cells, HCMV-luciferase reporter, 72 h; active compounds read low; activity change, negative = inhibition, % at 57.5 µM; 4.5% of 410,000 active; in the data active means activity change below about -60%; inconclusive means no clear call, values can overlap the other calls; inactive means above about -39%
#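 Human foreskin fibroblasts infected with luciferase-reporter HCMV at MOI 1 PFU/cell, compounds at two doses. Luciferase measured 72 h post infection; normalized to buffer-only basal and Salinomycin (10uM) controls.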
# The depositor's hits bear a star; ? = inconclusive; & = joins results of further samples; [ ] = remark or other dose. On the % scale 0 is the no-effect control and ±100 the full control effect.
# Start of the data: the first 6 records, to show the layout:
SMILES,HCV inhibitor,HCMV antiviral
CN(C(=O)c1ccc(NC(=O)Cc2ccc(NC(=O)C3CCCN(S(=O)(=O)c4cccc([N+](=O)[O-])c4)C3)cc2)cc1)C1CCCC1 (stereo not drawn),?,-21
COc1cccc(/C=N/Nc2ccc(Cl)nn2)c1OC,6%,24
Cc1nnc2c3ccccc3c(-c3ccccc3)nn12,-2%,-66*
COc1cccc2c3cccc(OC)c3c3[nH]cnc3c12,?,-7
Clc1cc(Cl)c2nc(N3CCCC3)sc2c1,-27%,40
CC(=O)NC1CC2CCCC(C1)N2C(=O)Nc1ccccc1C (stereo not drawn),26%,-37

# All compounds of this part, repeating the preview:
SMILES,HCV inhibitor,HCMV antiviral
CN(C(=O)c1ccc(NC(=O)Cc2ccc(NC(=O)C3CCCN(S(=O)(=O)c4cccc([N+](=O)[O-])c4)C3)cc2)cc1)C1CCCC1 (stereo not drawn),?,-21
COc1cccc(/C=N/Nc2ccc(Cl)nn2)c1OC,6%,24
Cc1nnc2c3ccccc3c(-c3ccccc3)nn12,-2%,-66*
COc1cccc2c3cccc(OC)c3c3[nH]cnc3c12,?,-7
Clc1cc(Cl)c2nc(N3CCCC3)sc2c1,-27%,40
CC(=O)NC1CC2CCCC(C1)N2C(=O)Nc1ccccc1C (stereo not drawn),26%,-37
CC(C)c1ccc(NC(=O)C2C3C=CC(CC3)C2C(=O)O)cc1 (stereo not drawn),-13%,-14
O=C(Nc1ccccc1OC(=O)c1ccccc1)c1ccccc1,-9%,4
Cc1cc(=O)c(C(=O)c2ccccc2)c(C)o1,10%,-1
CC(OC(=O)CSCC(=O)Nc1ccc(Cl)cc1)C(=O)N(C)Cc1ccccc1 (stereo not drawn),-6%,-18
CC12CCC(C(NC(=S)NN)C1=O)C2(C)C (stereo not drawn),18%,3
COc1ccc(-c2nnn(CC(=O)N(Cc3ccc(F)cc3)C(C(=O)NC3CCCC3)c3ccc(F)cc3)n2)cc1 (stereo not drawn),?,?
Cc1nc(-c2ccccc2)sc1C1(C)CC(c2ccccc2F)=NO1 (stereo not drawn),12%,5
CCCN(CC(=O)Nc1ccccc1C)C(=O)C1CCN(S(=O)(=O)c2ccc3c(c2)OCCO3)CC1,-5%,63
O=C(/C=C/c1ccccc1O)c1ccccc1,13%,4
CCCOc1ccc(N2C(=O)CC(NCCCN3CCC(C(N)=O)CC3)C2=O)cc1 (stereo not drawn),6%,3
COc1ccccc1NC(=O)c1cc(C(=O)Nc2ccccc2OC)n(C)n1,?,-19
COC(=O)COc1ccc(C(=O)Cn2c(NCCCO)nc3ccccc32)cc1,30%,-31
COc1cc(C2c3[nH]c4ccccc4c3CC3COC(=O)N32)cc(OC)c1O (stereo not drawn),?,?
O=C(N/N=C/c1ccc(O)cc1O)C1CC1,9%,41
CC(=O)O[C@H]1C[C@@H]2CC[C@@H]3[C@H](CC[C@@]4(C)[C@H]3C[C@H]([N+]3(C)CCCCC3)[C@@H]4OC(C)=O)[C@@]2(C)C[C@@H]1[N+]1(C)CCCCC1,9%,?
CCOC(=O)C1=CN(C(C)C)CCC1=O,-72%,0
CC(C)C[C@@H](CN1CCCC1CN1C(=S)NC[C@@H]1Cc1ccc(O)cc1)N1C[C@H](Cc2ccc(O)cc2)N(CCc2ccccc2)C1=S (stereo partly drawn),-52%,-95*
COC(=O)C=C1CCC2C3CCC4=CC(=O)CCC4(C)C3C(=O)CC12C (stereo not drawn),7%,28
COc1ccc(C(=O)NC(=S)NC(C)c2ccccc2)cc1 (stereo not drawn),?,4
Cn1nc(C#N)c(=O)[nH]c1=O,6%,-31
O=C(Nc1ccncc1)C1CC(=O)N(Cc2ccccc2)C1 (stereo not drawn),21%,-24
O=C(Nc1ccc(S(=O)(=O)Nc2nccs2)cc1)C(F)(F)F,12%,21
CC(C)[Si]1(C(C)C)OCC2OC(n3cnc4c(N)ncnc43)C(N)C2O[Si](C(C)C)(C(C)C)O1 (stereo not drawn),?,-27
CCOC(=O)/C=C1\NC2(CCCCC2)Cc2cc(OC)c(OC)cc21,?,25
c1ccc2c(c1)cc1ccc3cccc4ccc2c1c34,?,?
CCCn1c(C)nc2c(c1=O)c1nc3ccccc3nc1n2-c1ccccc1,0%,58
Nc1cc(OCc2ccccc2)ccc1OCc1ccccc1,-14%,25
Cc1ccccc1-c1cccc([C@@H]2C[C@H]3[C@H](CON3C)CN2S(=O)(=O)c2ccccc2C)c1,?,-25
CCC(C)N1CCN(C(=O)c2cccs2)CC1 (stereo not drawn),14%,10
COc1ccc(C2OCC(C)(C)CO2)cc1OC,16%,-25
COc1ccc2noc3c2c1C(=O)c1ccccc1-3,?,-9
CCC1([N+](=O)[O-])COC(c2ccc(OC)cc2)OC1 (stereo not drawn),16%,-8
O=C(c1cccnc1)N(Cc1ccccc1)C(=O)c1cccnc1,7%,-33
O=C1C=C(c2cccc(O)c2)CCC1,-7%,-5
C=C1CC[C@@H]2[C@](C)(CO)[C@H](O)CC[C@@]2(C)[C@@H]1C/C=C1/C(=O)OCC1O (stereo partly drawn),1%,-77*
Cc1nc2nc(-c3ccccc3)nn2c(C)c1Cl,19%,144
COC(=O)[C@@]1(Cc2ccccc2)[C@H]2C(=O)N(Cc3ccccc3)C(=O)[C@H]2[C@H]2CN(C)C(=NCc3ccccc3)N21,?,-14
COc1ccc(CCNC(=O)COc2cc(C)cc3oc(=O)c(C)c(C)c23)cc1OC,25%,58
Cc1cc(CCNC=O)c(C)c2c1oc1ccccc12,?,59
COc1ccc2c(c1)OC[C@H]1[C@H]2N2C(=O)c3ccc(F)cc3NC(=O)[C@@]2(C)[C@H]1c1ccccc1,?,119
Nc1cc2c3ccccc3ccc2c2ccccc12,?,29
CC(=O)c1ccc(NC(=O)C(C)OC(=O)c2ccc(NS(=O)(=O)c3ccc4[nH]c(=O)[nH]c4c3)cc2)cc1 (stereo not drawn),-5%,-21
COc1ccc(NS(=O)(=O)c2ccc(-c3ccccn3)s2)cc1,-6%,?
COC(=O)C1=C[C@@H](C(=O)OC)[C@@H]2C3=C(C(=O)[C@]2(C)NC(=O)c2ccccc2)[C@H](C)n2c(=O)n(C)c(=O)n2[C@@H]3C1,?,6
O=c1cc(CCc2ccccc2)oc2cccc(O)c12,?,0
COC1=CC(=O)C(OC)=C(OC)C1=O,?,?
CN1CN(c2ccccc2)C2(CCN(CCCSc3ccccc3NC(=O)/C=C/c3ccccc3)CC2)C1=O,35µM*,-66*
O=C(/C=C/c1ccccc1)Nc1ccc(S(=O)(=O)N2CCOCC2)cc1,-27%,9
O=C1C(c2ccccc2)C2C=CC(C2)N1O (stereo not drawn),36%[activator],-5
Cc1ccc(S(=O)(=O)n2cccc2C)cc1,17%,-5
COc1ccc(-n2nnc3c(SCC(=O)N4CCCc5ccccc54)ncnc32)cc1,?,-37
CCCCn1c(=O)cc(C)n(-c2ccccc2)c1=O,17%,-7
CCOC(=O)[C@H]1[C@H]2COc3ccc(C)cc3[C@@H]2N2C(=O)CN(C)C(=O)[C@@]12C,13%,-12
O=[N+]([O-])c1cccc(C([O-])=C(C(=S)Nc2cccc3ccccc23)[n+]2ccccc2)c1,?,28

# (next part)
SMILES,HCV inhibitor,HCMV antiviral
COc1ccc(-c2c3c(nc4sc(C(=O)Nc5ccccc5)c(N)c24)CCC3)cc1,-7%,37
CCc1ccc(C2CC(c3ccc(C)cc3)n3nc(N)nc3N2)cc1 (stereo not drawn),18%,39
CSC(=S)NN=C(C)c1cccc(C)n1,4µM*,-80*
CCOc1ccccc1C=NNc1ccc([N+](=O)[O-])cn1,17%,28
CC(=O)c1ccc(OCC(=O)NCCC2=CCCCC2)cc1,14%,3
CCOc1ccc(NC(=O)c2ccc(F)cc2F)cc1,4%,18
C=CCN(CC(=O)c1sc(C(=O)OCC)nc1C)c1cccc(Br)c1,16%,14
N#CCc1ccc(OC(=O)c2ccncc2)cc1,24%,26
CCCCC1(CC)COC(c2ccccc2)OC1 (stereo not drawn),11%,21
CCOC(=O)c1sc(NC(=O)C2CCCCC2)nc1C,5%,-4
O=S(=O)(CS(=O)(=O)c1ccccc1)c1ccccc1,10%,-29
CN(C(=O)c1cccc(NC(=O)Cc2ccc(NC(=O)C3CCN(C(=O)C4CC4)CC3)cc2)c1)C1CCC1,-7%,-6
N#Cc1ccccc1OCC(=O)Nc1cc(S(=O)(=O)N2CCCCC2)ccc1N1CCOCC1,?,-2
C=CC1=CCN(S(=O)C(C)(C)C)[C@@H]1CCO (stereo partly drawn),20%,-27
O=C(c1cn(-c2ccccc2)nc1-c1cccnc1)N1CCN(S(=O)(=O)c2ccc(Cl)cc2)CC1,12%,-8
CC(=O)c1ccccc1OC(=O)c1ccc(-c2ccccc2)cc1,18%,-8
CC(=O)C1=C(O)C(=O)N(CCN2CCOCC2)C1c1ccc(N(C)C)cc1 (stereo not drawn),-27%,-12
OCC[C@@H]1C[C@@H](O)[C@H](O)[C@@]2(CCCO2)O1,30%,-15
Cc1ccc2[nH]c(O)c(N=Nc3ccccc3[N+](=O)[O-])c2c1,6%,69
Cc1cc(N)ccc1-n1nc2ccccc2n1,5%,8
CC1=CC(C)CC(C)OC(=O)CC(c2ccc(O)cc2)NC(=O)C(Cc2c(Br)[nH]c3ccccc23)N(C)C(=O)C(C)NC(=O)C(C)C1 (stereo not drawn),?,-98*
c1ccc(Cc2nc3ccccc3s2)cc1,23%,12
C(=NN1CCCCCC1)c1cccc2ccccc12,12%,-20
CC[C@]12C(=O)N(C)C[C@H]([C@@H]3C(=O)N(C)C(=O)[C@@H]31)N2C(=O)c1ccc(F)cc1,15%,-3
CC1(C)C(=O)N(c2ccccc2)C(=O)c2ccccc21,11%,?
O=C1CC2(CCCC2)Oc2ccccc21,50%[activator],2
CC(C)(C)c1ccc(C(=O)NCc2ccco2)cc1,-7%,124
NC(=O)C(C1=CCCCC1)c1ccccc1 (stereo not drawn),-1%,?
C[C@H](CCC(=O)O)[C@H]1CC[C@H]2[C@@H]3CC[C@@H]4C[C@H](O)CC[C@]4(C)[C@H]3C[C@H](O)[C@]12C,14%&-18%&6%,?
COCOc1ccc(C=O)c(OCOC)c1,-13%,20
CC12CC1(C)C(=O)N(c1cc(Cl)cc(Cl)c1)C2=O (stereo not drawn),10%,-12
C[C@H]1CC[C@@]2(O[C@@H](CCO)C[C@H](O)[C@H]2O)O1,14%,4
CC(C)N1CCSC1=S,21%,7
CC(=O)C1CCC2C3CC=C4N(C)C(=O)CCC4(C)C3CCC12C (stereo not drawn),0%,-20
O=C(O)C(Cc1ccccc1)NC(=O)C(Cc1ccccc1)NC(=O)C12CC3CC(CC(C3)C1)C2 (stereo not drawn),7%,-9
CN(C)c1ccc(C=NN2CCCCCC2)cc1,-6%,9
Nc1ccc2nc(N)sc2c1,21%,39
Nc1ccccc1C(=O)NC1CCCNC1=O (stereo not drawn),7%,25
COC(=O)C[C@H]1c2cc(F)ccc2S(=O)(=O)N1Cc1ccccc1,6%,-5
CN(C)c1ncnc2[nH]ncc12,-4%,-10
NC(=O)/C(=C/c1ccco1)NC(=O)c1ccc(Br)o1,4%,18
CCN1CCC(O)(/C=C/c2ccc(C)cc2)C(C(=O)/C=C/c2ccc(C)cc2)C1 (stereo not drawn),14µM*,-101*
C#Cc1cccc(C(=O)N2CCCC(CCC(=O)NCc3ccccc3F)C2)c1 (stereo not drawn),1%,47
O=C(OCCN1CCOCC1)c1ccccc1Cl,2%,2
CCC(NC(=O)c1cncc(Br)c1)c1ccccc1 (stereo not drawn),-13%,18

# Single entries from the results shown.
# For HCMV antiviral, `CC(=O)C1CCC2C3CC=C4N(C)C(=O)CCC4(C)C3CCC12C` (stereo not drawn) reads -20
# For HCMV antiviral, `Nc1ccc2nc(N)sc2c1` reads 39
# For HCMV antiviral, `CC(C)N1CCSC1=S` reads 7
# For HCV inhibitor, `Nc1ccccc1C(=O)NC1CCCNC1=O` (stereo not drawn) reads 7%
# For HCV inhibitor, `CN(C)c1ccc(C=NN2CCCCCC2)cc1` reads -6%
# For HCV inhibitor, `COC(=O)C[C@H]1c2cc(F)ccc2S(=O)(=O)N1Cc1ccccc1` reads 6%

# Complete entries, looked up by structure. Screens in order: HCV inhibitor	HCMV antiviral
# CN(C)c1ncnc2[nH]ncc12 across the screens: -4%	-10
# CC(C)N1CCSC1=S across the screens: 21%	7
# CN(C)c1ccc(C=NN2CCCCCC2)cc1 across the screens: -6%	9

# Next section.
SMILES,HCV inhibitor,HCMV antiviral
O=S(=O)(/C=C/C=C/S(=O)(=O)c1ccccc1)c1ccccc1,8.9µM*,-78*
O=C(Cc1cccc(NC(=O)C2CCCN(C(=O)C3CCCC3)C2)c1)Nc1ccc(C(=O)N2CCOCC2)cc1 (stereo not drawn),-12%,-16
COCCn1c(SCc2ccc(Cl)cc2)nc2c1c(=O)[nH]c(=O)n2C,-1%,17
COc1ccccc1-c1cccc([C@@H]2C[C@H]3[C@H](CON3C)CN2C(=O)C(C)(C)C)c1,40%[activator][8.37 µM],-26
CCOc1ccc(CCN2C(=S)N([C@@H](CC(C)C)CN3CCCC3CN3C(=S)NC[C@@H]3CC(C)C)C[C@@H]2Cc2ccc(O)cc2)cc1 (stereo partly drawn),0.56µM*,-40
CCOC(=O)C1=C(C)N(CCCC(=O)O)C(=O)NC1C(CC)CC (stereo not drawn),?,0

# A portion of the library; the hit share may differ from the screen's.
